TrxR1 inh: blocks rat thioredoxin reductase 1 | O89049 | recombinant rTrxR1, NADPH fluorescence consumption, selenite substrate | Potency, µM (top dose mostly 114 µM), for the others: at the top dose activity change, negative = inhibition, hits mostly inhibitors | 390,000 compounds, 1% hits; further: potency means the concentration at half of the fitted maximal effect; on the % scale 0 is the no-effect control and ±100 the full control effect; nearly all actives have a fitted effect of over 65% in size
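Rat TrxR1 (90 nM in the dispensed reagent) was pre-reduced with 400 uM NADPH for 5 min at room temperature, then incubated with compound for 15 min. After 400 uM selenite was added, NADPH fluorescence (Ex 340/Em 450 nm) was followed for 8 min.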
TRHR agonist: TRH receptor (human) agonism | P34981 | TRHR cells, calcium flux fluo-8, FDSS agonist mode | activation, % at 2 µM | 360,000 compounds, 0.18% hits | AID 493084; in the data active means activation above about 30%; further: 0% is about no effect
Target sequence (P34981 whole entry, looked up): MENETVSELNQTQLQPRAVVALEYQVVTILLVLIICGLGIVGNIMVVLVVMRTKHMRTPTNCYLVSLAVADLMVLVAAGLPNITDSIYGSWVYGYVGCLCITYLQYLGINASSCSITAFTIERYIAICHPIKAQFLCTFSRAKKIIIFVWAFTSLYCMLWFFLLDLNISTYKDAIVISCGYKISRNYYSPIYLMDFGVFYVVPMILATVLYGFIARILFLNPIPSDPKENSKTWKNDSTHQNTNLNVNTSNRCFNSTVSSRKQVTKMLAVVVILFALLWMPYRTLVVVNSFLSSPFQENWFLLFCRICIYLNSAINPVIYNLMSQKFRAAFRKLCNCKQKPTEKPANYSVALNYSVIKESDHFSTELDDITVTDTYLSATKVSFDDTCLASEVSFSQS
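Agonist-mode FDSS calcium read (Ex 480/Em 530, 1 s cycles) in 1536-well TRHR cells with fluo-8 dye, after 10-cycle baseline and 23 nL compound addition; TRH at EC20 (10 nM final) added afterwards for the enhancer phase.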
D2 ag: D2 dopamine receptor (human) agonism; P14416; HEK293 T-REx D2 cells, calcium flux agonist mode; activation, % at 2 µM; 340,000 compounds, 0.53% hits; AID 485358;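 active means activation over 3 SD above normal in the single-dose calcium agonist read, cut at about 30% in these data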; further: 0% is about no effect
Target sequence (P14416 whole entry, looked up): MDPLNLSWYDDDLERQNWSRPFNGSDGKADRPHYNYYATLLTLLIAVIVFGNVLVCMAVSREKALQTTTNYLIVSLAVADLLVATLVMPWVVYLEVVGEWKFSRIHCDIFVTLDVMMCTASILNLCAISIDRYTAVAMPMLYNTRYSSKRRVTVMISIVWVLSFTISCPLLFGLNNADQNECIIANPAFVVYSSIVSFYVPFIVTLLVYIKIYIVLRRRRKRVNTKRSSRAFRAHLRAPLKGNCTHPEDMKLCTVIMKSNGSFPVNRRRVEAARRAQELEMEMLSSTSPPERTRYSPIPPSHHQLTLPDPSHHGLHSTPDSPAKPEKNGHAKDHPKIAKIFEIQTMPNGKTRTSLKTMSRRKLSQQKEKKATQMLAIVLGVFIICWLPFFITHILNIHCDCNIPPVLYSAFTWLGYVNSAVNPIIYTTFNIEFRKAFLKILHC
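Agonism scored from kinetic calcium signal (1 read/sec, 180 s) following compound pin transfer, after a 10 s baseline. Cells: HEK293 Trex line expressing inducible D2 receptor coupled to calcium, dye-loaded after overnight culture at 30 C.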
TRHR PAM: allosterically enhances the human TRH receptor; TRHR cells, fluo-8 calcium fluorescence, EC20 TRH enhancement; AID 493056; P34981; enhancement, % at 2 µM; 360,000 compounds, 0.66% hits; in the data active means enhancement above about 30%; further: 0% is about no effect
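Enhancer read-out: after compound pinning and an initial kinetic agonist-mode read, an EC20 of TRH (10 nM final) was injected and fluo-8 calcium signal (Ex 480/Em 530) followed at 1 s/cycle for 100 cycles in TRHR-expressing cells.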
D2 antag: antagonists of human D2 dopamine receptor; HEK293 TREx D2 cells, calcium flux, dopamine EC80; inhibition, % at 10 µM; 340,000 compounds, 2% hits; in the data active means inhibition above about 30%; further: 0% is about no effect
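Antagonism is scored as inhibition of an EC80 dopamine-evoked calcium signal in a force-coupled, tetracycline-inducible HEK293 T-REx D2 line, with compound present 180 s before agonist.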
Pin1 inh: blocks the human prolyl isomerase Pin1; Q13526; Pin1 FP peptide displacement, HiFluor488, 10 min; Potency, µM (titrated, usually from 115 µM), for inactives: top-dose activity, negative = inhibition, actives largely listed as inhibitors; 390,000 compounds, 0.009% hits; AID 504891; active means well fitted inhibition curve with a large enough effect in the polarisation, with a control signal flat, not every such curve was filed as active; inconclusive means small, poorly fitted or top-dose-only effect, or effect the other way, or a change in a side signal; inactive means no such curve, though single readings can be large or run the other way; the % refers to the polarisation; further: potency means the concentration at half of the fitted maximal effect; on the % scale 0 is the no-effect control and ±100 the full control effect
Target sequence (Q13526 whole entry, looked up): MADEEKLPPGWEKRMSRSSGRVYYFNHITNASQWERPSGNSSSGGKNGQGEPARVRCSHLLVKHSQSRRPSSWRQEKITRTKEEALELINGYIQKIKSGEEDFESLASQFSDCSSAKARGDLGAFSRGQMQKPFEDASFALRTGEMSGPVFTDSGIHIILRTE
USP1-UAF1 inh: blocks the human USP1/UAF1 deubiquitinase complex; O94782; recombinant USP1/UAF1, Ub-Rhodamine cleavage fluorescence; Potency, µM (titrated, usually from 57.1 µM), inactives show at the top dose activity change, negative = inhibition, usual class: inhibitors; 390,000 compounds, 0.23% hits; further: potency means the concentration at half of the fitted maximal effect; on the % scale 0 is the no-effect control and ±100 the full control effect; nearly all actives have a fitted effect of over 60% in size; inactives centre near -12
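In this screen, compounds sit with the deubiquitinase complex (1nM) for 15 min at room temperature before Ub-Rho is added at 150nM final. Fluorescence rise is then followed for 6 reads every 60 seconds.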
TrxR1 substrate: substrates of rat thioredoxin reductase 1. O89049. purified TrxR1 substrate turnover, NADPH consumption readout. Potency, µM (top dose mostly 114 µM), for the others: at the top dose activity change, negative = substrate turnover. 390,000 compounds, 0.01% hits. AID 588456; further: potency means the concentration at half of the fitted maximal effect; on the % scale 0 is the no-effect control and ±100 the full control effect; nearly all actives have a fitted effect of over 50% in size
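Rat TrxR1, dispensed at 90 nM, was prereduced with 400 uM NADPH (final) for 5 min at ~22 deg C, then incubated with compound 15 min before 400 uM selenite. A first-read NADPH fluorescence drop versus no-compound background flagged substrates.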
IDH1 R132H inh: human IDH1 R132H inhibition; O75874; IDH1-R132H enzyme, NADPH consumption, diaphorase/resazurin fluorescence; Potency, µM (top dose mostly 76.6 µM), for inactives: top-dose activity change, negative = inhibition, hits mostly inhibitors; 390,000 compounds, 0.093% hits; AID 602179; further: potency means the concentration at half of the fitted maximal effect; on the % scale 0 is the no-effect control and ±100 the full control effect; nearly all actives have a fitted effect of over 65% in size
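IDH1-R132H (0.5 ug/mL) preincubated 30 min with compound, then NADPH (0.016 mM) and alpha-KG (2 mM) added; 80 min at RT, pH 7.5. Remaining NADPH coupled via diaphorase/resazurin to fluorescence (540/590 nm); concentration-response curves normalized to no-enzyme control.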
* = called active by the depositor; ? = inconclusive; . = no result given; & = joins results of further samples; [ ] = dose if it differs, or a comment. Unless noted, the call rests on the fitted dose curve; in most records, active means well fitted inhibition curve with a large enough effect; inconclusive means small, poorly fitted or top-dose-only effect; inactive means no such curve, though single readings can be large or run the other way.

molecule	TrxR1 inh	TRHR agonist	D2 ag	TRHR PAM	D2 antag	Pin1 inh	USP1-UAF1 inh	TrxR1 substrate	IDH1 R132H inh
Cc1nn(CCCC(=O)NCCCN2CCN(C)CC2)c(=O)c2c1sc1ccccc12	17%	0.3	0.0	-1	-3	-1%	-15%	4%	0%
O=C(NCC(c1ccc(F)cc1)N1CCOCC1)c1nn(-c2ccccc2)c(=O)c2ccccc12 (configuration not stated)	26%	0.1	-0.4	-2	70*	-5%	-3%	-3%	3%
CCC(=O)NC(c1cccs1)c1cc([N+](=O)[O-])c2cccnc2c1O (configuration not stated)	-30%	0.7&-0.9	0.6	0&-3	-7	6%&1%	-14%	-34%	?
Cc1ccc(CNC(=O)c2cc(S(=O)(=O)N3CCCC(C)C3)cn2C)cc1 (configuration not stated)	5%[57.1 µM]	-0.3	0.5	5	.	-3%	-16%	2%[57.1 µM]	0%
CN1CCN(CC(O)COc2ccc(OCC(O)CN3CCN(C)CC3)cc2)CC1 (configuration not stated)	-4%	0.4	-0.2	-3	-6	-2%	-20%	-3%	1%
C/C(=N\N1C(C)CCCC1C)c1ccccc1O (configuration not stated)	15%	-0.3	-1.1	4	-4	4%	-16%	2%	1%
CCOc1ccc(CCNC(=O)c2cnc3c(-c4ccc(F)cc4)c(C)nn3c2C)cc1	2%[57.1 µM]	-0.6	.	0	.	3%	-32%	-2%[57.1 µM]	-14%
Cc1ccccc1CSCC(=O)Nc1ccccc1-c1ccccc1	9%	0.6	0.5	-4	-8	4%	-18%	-2%	5%
Cc1ccc(C)c(OCCn2cc(/C=C(/C#N)C(=O)NCC3CCCO3)c3ccccc32)c1 (configuration not stated)	-4%	2.1	1.9	4	-3	?	-17%	-7%	0%
CCOc1ccc(NS(=O)(=O)c2ccc(SC)cc2)cc1	11%[57.1 µM]	1.1	-1.4	-2	-1	1%	-23%	-24%[57.1 µM]	4%
CSc1ccc(S(=O)(=O)Nc2ccc(NC(C)=O)cc2)cc1	6%[57.1 µM]	0.4	-0.3	7	-10	5%	-9%	-5%	6%
O=C1C2=C(CCCC2)C(=O)N1CNc1ccccc1	27%	0.3	0.5	7	2	-3%	-21%	2%	4%
COc1ccc(NC(=O)CN(C)C(=O)CCCc2c[nH]c3ccccc23)cc1	-8%	0.0	-1.1	-5	-8	3%	-5%	2%	13%
CCOC(=O)NC(C)N1C(=O)C2C3C=CC(C3)C2C1=O (configuration not stated)	24%[57.1 µM]	0.3	0.1	3	-2	-15%	-9%	-1%[57.1 µM]	4%
CC(=O)c1ccc(N2CCN(C(=O)CCCCn3c(=O)[nH]c4ccsc4c3=O)CC2)cc1	-7%	-0.3	-0.4	2	.	-2%	?	-6%	0%
CC(=O)Nc1ccnc(-c2cccnc2)n1	20%	0.8	0.1	1	-12	0%	2%	5%	5%
O=C1C2CC=CCC2C(=O)N1Cc1nnc(-c2ccccc2Br)o1 (configuration not stated)	15%	0.2	0.8	3	-13	-2%	-6%	-4%[0.0914 µM]	9%
CC(C)OCC(O)CN1CCNCC1 (configuration not stated)	17%[57.1 µM]	0.2	0.5	-1	3	2%	1%	-1%[57.1 µM]	1%
CN(C)CCNC(=O)c1cccc2nc3c(ccc4ccccc43)nc12	0%[11.4 µM]	.	.	.	.	0%	-15%	11%[57.1 µM]	2%
Cc1ccc(-c2c(C(=O)N/N=C/c3c[nH]c4ccccc34)nnn2-c2nonc2N)cc1	-4%	1.2	1.3	5	10	2%	-21%	5%	8%
O=C(NC(=S)Nc1ccc(F)c([N+](=O)[O-])c1)c1ccccc1F	-16%	-1.5	0.1	0	1	?	0%	7%[57.1 µM]	5%
Oc1ccccc1/C=N/Nc1nccnc1Cl	-18%	0.2	0.2	8	-16	0%	-11%	-9%	4%
CCc1cc(C(c2ccccc2OC)N2CCOCC2)c(NC(=O)c2ccccc2)s1 (configuration not stated)	?	-0.4	.	-7	.	2%	-1%	15%	1%
CC(C)COc1ccc(C(=O)Nc2ccc(SC(F)F)cc2)cc1	14%	-0.3	0.4	-2	-12	-2%	-5%	2%	-1%
N/C(Cc1ccc(Cl)cc1)=N\OC(=O)C1CCCCC1	4%	-0.3	0.2	6	0	-8%	-20%	-7%	1%
Nc1cc(=O)[nH]c(SCC(=O)c2ccc(F)cc2)n1	27%	0.9	1.0	0	-6	1%	-21%	1%	-5%
Cc1cc(N2CCN(Cc3ccccc3)CC2)n2nc(C)c(-c3ccccc3)c2n1	-3%	1.1	-0.6	-5	18	-6%	-7%	-3%	0%
CC(C)c1cc(-c2cc(C(=O)NCc3ccccc3)on2)nc(NCC2CC2)n1	21%	5.8	5.1	2	-2	?	-15%	13%	1%
O=C(Cn1cnc2c(nnn2Cc2ccc(F)cc2)c1=O)N1CCCc2ccccc21	-5%	0.2	-1.6	-5	3	-1%	-17%	-5%	2%
Cc1ccccc1NC(=O)c1ccc(F)c(S(=O)(=O)N(C)C2CCCCC2)c1	4%[57.1 µM]	0.2	0.5	-7	.	4%	-15%	-6%[57.1 µM]	35%[activator]
O=C(N/N=C/c1ccc(OC(=O)c2ccco2)cc1)c1ccc[n+]([O-])c1	-5%	.	.	.	.	-1%	-15%	-3%	4%
N#Cc1ccc(C2=CC(=O)C[C@H](c3ccc4c(c3)OCO4)C2)cc1	11%[57.1 µM]	0.0	0.9	-2	-11	6%	-18%	1%[57.1 µM]	3%
O=C(NC1CCCCC1)c1ccc(CSc2nc3cccnc3n2Cc2ccccc2)cc1	13%	0.1	-0.8	2	.	0%	?	4%	-8%
CCCCC[C@H](O)/C=C/[C@@H]1[C@@H](C/C=C\CCCC(=O)OC)[C@@H](O)C[C@H]1O	16%	0.3	0.4	8	4	-4%	-8%	-2%	?
CCCCCOC(=O)C1=C(C)NC(=O)NC1c1ccc2c(c1)OCO2 (configuration not stated)	0%[57.1 µM]	0.0	-1.0	1	-1	-9%	-15%	-9%	-1%
Cc1cc(NC(=O)c2cnn3c(C(F)F)cc(-c4ccccc4)nc23)no1	15%	-1.5	0.0	-2	14	-1%	-19%	7%	3%
N#Cc1ccc(C(=O)Nc2nnc(-c3ccco3)o2)cc1	19%[57.1 µM]	0.3	-0.1	-1	-3	0%	-13%	-1%[57.1 µM]	-2%
CC1CN(C(=O)COC(=O)/C=C/c2cccc([N+](=O)[O-])c2)CC(C)O1 (configuration not stated)	6%	.	.	.	.	-8%	-12%	-2%	7%
Clc1ccc(CO/N=C/c2c(-c3ccccc3)nc3n2CCS3)c(Cl)c1	0%	0.9	0.2	3	1	-4%	-25%	20%	-1%
CCOc1ccc(N2CC(c3nc4ccccc4n3CCOc3ccccc3)CC2=O)cc1 (configuration not stated)	24%	0.6	-0.9	0	.	14%	-22%	8%	-4%
O=C(/C=C/c1cccc(Br)c1)NC1CCN(Cc2ccccc2)CC1	12%	0.8	0.9	8	72*	6%	-6%	-2%	-7%
COC(=O)c1ccc(NC(=O)Cn2cnc3c(nnn3-c3cccc(OC)c3)c2=O)cc1	13%[57.1 µM]	1.9	-0.1	13	-2	5%	0%	5%[57.1 µM]	-6%
Cc1cc(NC(=O)CSc2nc(C3CC3)nc3sc4c(c23)CCC(C)C4)no1 (configuration not stated)	17%	.	.	.	.	-4%	-17%	-2%	-1%
CCN(CC)CCCNC(=O)Cn1ncc2c(=O)oc3ccc(C)cc3c21	22%[57.1 µM]	0.4	1.8	-6	4	-3%	-10%	10%[57.1 µM]	1%
Clc1ccccc1C1CC(c2ccccc2)=Nc2ccccc2N1 (configuration not stated)	9%[57.1 µM]	-0.1	-2.3	-6	-4	?	50µM*	-5%[57.1 µM]	3%
Cc1ccc2nc(-c3ccc(NC(=S)NC(=O)CC(C)C)cc3)sc2c1	6%	-0.4	0.8	-4	6	1%	-3%	-2%	1%
COc1cc(/C(C)=N/N2CCN(Cc3ccc(C)cc3)CC2)ccc1O	17%	0.4	-1.2	-1	-22	-2%	-12%	-1%	2%
COc1cc(OC)cc(-c2cc(N)n(S(=O)(=O)c3cccc4nsnc34)n2)c1	20%	1.1	0.4	-6	7	-1%	-12%	-5%	0%
CC(=O)N/C(=C\c1ccccc1)C(=O)OCC(=O)N(C)C1CCCCC1	14%	0.1	-0.1	5	2	3%	3%	1%	5%
O=C(COc1ccc(Br)cc1)Nc1ccccc1C(=O)NC1CC1	2%[57.1 µM]	0.1	-0.4	-2	5	1%	-16%	0%[57.1 µM]	-2%
c1ccc(Oc2ccc(-c3ccnc4nc(N5CCOCC5)nn34)cc2)cc1	4%[57.1 µM]	-1.6	-1.3	33*	9	?	-11%	24%[57.1 µM]	0%
CCc1ccccc1NC(=O)CC(C)n1nc(C)cc1C (configuration not stated)	3%[57.1 µM]	0.2	-0.5	7	.	-2%	-6%	-2%[57.1 µM]	-13%
Cc1ccc(S(=O)(=O)N2CCN(C(=O)CSc3ncc(C(F)(F)F)cc3Cl)CC2)cc1	-22%	0.3	0.1	-5	-7	15%	-21%	1%	1%
COCCCNC(=O)c1ccc([N+](=O)[O-])c(Cl)c1	-18%	-0.6	-0.2	-1	-18	1%	1%	-17%	7%
O=C(c1ccc(Cl)cc1)C1CCN(C(=O)N2CCOCC2)CC1	4%	-0.1	0.4	0	2	0%	0%	9%	5%

2 compounds from above, showing only D2 ag and Pin1 inh:
SMILES | D2 ag | Pin1 inh
Cc1ccc2nc(-c3ccc(NC(=S)NC(=O)CC(C)C)cc3)sc2c1 | 0.8 | 1%
c1ccc(Oc2ccc(-c3ccnc4nc(N5CCOCC5)nn34)cc2)cc1 | -1.3 | ?

The list is partial. The share of hits here may be higher or lower than overall.
